All columns: NCI-60 one-dose screen, growth in % after 48 h at 10 µM unless noted; 100 = growth as untreated, 0 = no growth, -100 = all killed.
HCC-2998: HCC-2998 colon cancer. 4.7% of 79,000 active. AID 1794799
SNB-19: SNB-19 CNS cancer cells. AID 1794751. 2.5% of 81,000 active
SNB-75: SNB-75 CNS cancer; 5% of 79,000 active
SW-620: SW-620 colon cancer. AID 1794795. 5.2% of 82,000 active
KM12: KM12 colon cancer cells; 5% of 82,000 active
COLO 205: COLO 205 colon cancer. 7.3% of 79,000 active. AID 1794742
HCT-116: HCT-116 colon cancer; 7.3% of 82,000 active
HT29: HT29 colon cancer; AID 1794748; 7.4% of 81,000 active
HCT-15: HCT-15 colon cancer; AID 1794746; 5.2% of 82,000 active
* marks the source's active call; other numbers are inactive results. How the source made its calls: active means growth percent below 10; inactive means the rest.

`COc1cc(/C=N/c2oc(-c3ccccc3)c(-c3ccccc3)c2C#N)cc(CN2CCN(C)CC2)c1O` gave HCC-2998 102, SNB-19 104, SNB-75 74, SW-620 103, KM12 101, COLO 205 123, HCT-116 95, HT29 111 and HCT-15 98.
For COc1ccc2c(c1)O/C(=C/c1ccc(OCC(=O)c3ccccc3)cc1)C2=O the results were HCC-2998 114, SNB-19 108, SNB-75 120, SW-620 131, KM12 105, COLO 205 129, HCT-116 94, HT29 110 and HCT-15 111.
`COc1ccc(Nc2nnc(-c3csc(N)n3)s2)cc1` gave HCC-2998 103, SNB-19 110, SNB-75 97, SW-620 106, KM12 103, COLO 205 103, HCT-116 99, HT29 102 and HCT-15 105.
Screening Cc1ccc(S(=O)(=O)NCCCc2ccccc2)cc1 returned HCC-2998 101, SNB-19 103, SW-620 100, KM12 104, COLO 205 102, HCT-116 102, HT29 98 and HCT-15 99.
CN1CCc2c(sc3nc(-c4cccc(Cl)c4Cl)[nH]c(=O)c23)C1 was read as HCC-2998 100, SNB-19 92, SNB-75 87, KM12 100, COLO 205 113, HCT-116 95, HT29 83 and HCT-15 91.
Screening CCN(CC)C(=O)O/N=C/c1ccccc1 returned HCC-2998 110, SNB-19 103, SNB-75 67, SW-620 105, KM12 112, COLO 205 100, HCT-116 97, HT29 109 and HCT-15 103.
`Nc1n[nH]c2cccc(C#Cc3cccc(C(=O)Nc4cc(C(F)(F)F)cc(C(F)(F)F)c4)c3)c12` gave HCC-2998 80, SNB-19 105, SNB-75 91, SW-620 79, KM12 44, COLO 205 81, HCT-116 35, HT29 46 and HCT-15 70.
For COc1cc(NC(C)CCCNC(C)C)c2ncccc2c1OC (centres undefined) the results were HCC-2998 92, SNB-19 93, SNB-75 88, SW-620 93, KM12 106, COLO 205 91, HCT-116 92, HT29 120 and HCT-15 99.
For O=C(Nc1nnc(-c2cc(O)c(O)c(O)c2)s1)c1ccccc1 the results were HCC-2998 106, SNB-19 97, SNB-75 92, SW-620 107, KM12 100, COLO 205 107, HCT-116 95, HT29 101 and HCT-15 95.
For COc1ccc(/C=C/C(=O)c2cccc(Nc3nc(Cl)nc4cc(OC)c(OC)cc34)c2)cc1 the results were HCC-2998 106, SNB-19 86, SNB-75 95, SW-620 74, KM12 77, COLO 205 112, HCT-116 65, HT29 86 and HCT-15 58.

3 entries picked at random from the list so far, as already listed:
For COc1ccc2c(c1)O/C(=C/c1ccc(OCC(=O)c3ccccc3)cc1)C2=O the results were HCC-2998 114, SNB-19 108, SNB-75 120, SW-620 131, KM12 105, COLO 205 129, HCT-116 94, HT29 110 and HCT-15 111.
For O=C(Nc1nnc(-c2cc(O)c(O)c(O)c2)s1)c1ccccc1 the results were HCC-2998 106, SNB-19 97, SNB-75 92, SW-620 107, KM12 100, COLO 205 107, HCT-116 95, HT29 101 and HCT-15 95.
Screening CCN(CC)C(=O)O/N=C/c1ccccc1 returned HCC-2998 110, SNB-19 103, SNB-75 67, SW-620 105, KM12 112, COLO 205 100, HCT-116 97, HT29 109 and HCT-15 103.

Following part.
`Cc1[nH]c2ccccc2c1C1c2ccccc2C=CN1C(=O)C(C)(C)C` (centres undefined) gave HCC-2998 113, SNB-19 103, SNB-75 97, SW-620 105, KM12 101, COLO 205 121, HCT-116 103, HT29 119 and HCT-15 100.
For O=C(Nc1ccc(Cl)cc1)Nc1ccc(Nc2nncc3ccccc23)cc1 the results were HCC-2998 31, SNB-75 46, SW-620 27, KM12 19, COLO 205 19, HCT-116 15, HT29 32 and HCT-15 18.
COc1cc(OC)cc(C(=O)C[n+]2cccc3cc[nH]c32)c1 was read as HCC-2998 107, SNB-19 93, SNB-75 87, SW-620 100, KM12 101, COLO 205 107, HCT-116 98, HT29 97 and HCT-15 108.
O=C(/C(Cl)=N/O)c1ccc(O)c(O)c1 was read as HCC-2998 104, SNB-19 105, SNB-75 103, SW-620 106, KM12 99, COLO 205 105, HCT-116 97, HT29 96 and HCT-15 104.
Screening Cc1csc(NC(c2ccccc2C)c2c(C)nc3ccccn23)n1 (centres undefined) returned HCC-2998 111, SNB-19 94, SW-620 100, KM12 104, COLO 205 101, HCT-116 99, HT29 96 and HCT-15 98.
Screening O=C(N/N=C/c1cccnc1)c1ccccc1Nc1cccc(C(F)(F)F)c1 returned HCC-2998 101, SNB-19 85, SNB-75 83, SW-620 84, KM12 88, COLO 205 105, HCT-116 86, HT29 92 and HCT-15 72.
O=c1ssc2ncccc12 was read as HCC-2998 115, SNB-75 109, SW-620 85, KM12 83, COLO 205 90, HCT-116 67, HT29 95 and HCT-15 25.
For OCC1OC(n2cnc3c(SCc4ccccc4)nc(F)nc32)C(O)C1O (centres undefined) the results were HCC-2998 101, SNB-19 105, SNB-75 89, SW-620 103, KM12 105, COLO 205 126, HCT-116 107, HT29 109 and HCT-15 98.
For CCCCCCCOc1ccc(S(=O)(=O)Nc2cccc(F)c2C(=O)O)cc1 the results were HCC-2998 111, SNB-75 100, SW-620 103, KM12 104, COLO 205 128, HCT-116 89, HT29 119 and HCT-15 101.
For O=[N+]([O-])c1ccc(-c2cs/c(=N/N=C\c3ccc(Br)cc3)n2/N=C/c2ccc(Br)cc2)cc1 the results were HCC-2998 107, SNB-19 98, SNB-75 110, SW-620 103, KM12 109, COLO 205 109, HCT-116 91, HT29 77 and HCT-15 110.
COc1ccc(OC)c(Nc2nc(-c3c(C)nc4sccn34)cs2)c1 was read as HCC-2998 91, SNB-19 97, SNB-75 78, SW-620 84, KM12 69, COLO 205 100, HCT-116 85, HT29 74 and HCT-15 74.
`CCC(C)C(NC(=O)OC(C)(C)C)C(=O)OCc1c2c(c(OC)c3c1OCO3)C(C1OC(=O)c3c1ccc(OC)c3OC)N(C)CC2` (centres undefined) gave HCC-2998 104, SNB-19 96, SNB-75 85, SW-620 98, KM12 102, COLO 205 100, HCT-116 99, HT29 99 and HCT-15 108.
For COc1cc(CNC(=O)/C=C/c2ccc3c(c2)OCO3)ccc1OCc1cn(-c2cccc([N+](=O)[O-])c2)nn1 the results were HCC-2998 106, SNB-19 68, SNB-75 65, KM12 101, COLO 205 118, HCT-116 87, HT29 108 and HCT-15 92.
CC(=O)C1C(C)=NN2C(c3ccccc3)=CC(C)=C(C#N)C12 (centres undefined) was read as HCC-2998 120, SNB-19 95, SW-620 106, KM12 99, COLO 205 110, HCT-116 99, HT29 103 and HCT-15 106.
O=C1C(c2ccccc2)=C(c2c[nH]c3ccccc23)C(=O)N1O was read as HCC-2998 100, SNB-19 98, SNB-75 87, SW-620 97, KM12 96, COLO 205 101, HCT-116 98, HT29 99 and HCT-15 101.
Screening Cc1ccc(N2NOC(=O)/C2=C2\CC(c3ccccc3)N=N2)cc1 (centres undefined) returned HCC-2998 104, SNB-19 102, SNB-75 98, SW-620 99, KM12 103, COLO 205 98, HCT-116 102, HT29 113 and HCT-15 106.
Screening Clc1ccc(N(CC2CO2)CC2CO2)cc1 (centres undefined) returned HCC-2998 87, SNB-19 98, SNB-75 90, SW-620 95, KM12 104, COLO 205 96, HCT-116 87, HT29 102 and HCT-15 101.
Screening O=C1/C=C/[C@@H](O)[C@@H]2C[C@@H](O)C[C@H]2/C=C/CCC[C@H](C(F)(F)F)O1 returned HCC-2998 -37*, SNB-19 66, SNB-75 39, SW-620 -23*, KM12 30, COLO 205 -45*, HCT-116 -30*, HT29 -28* and HCT-15 6.5*.
`Cc1nn(C(N)=O)c(C)c1N=Nc1ccc2oc(=O)ccc2c1` gave HCC-2998 95, SNB-19 88, SNB-75 69, SW-620 91, KM12 93, COLO 205 109, HCT-116 81, HT29 101 and HCT-15 63.
COc1ccc(C2Oc3ccccc3C(=O)C2SC(=S)N2CCOCC2)cc1 (centres undefined) was read as HCC-2998 100, SNB-19 97, SNB-75 83, SW-620 107, KM12 89, COLO 205 111, HCT-116 94, HT29 103 and HCT-15 86.

Reprinted from the part before: 4 entries, followed by the next part.
Screening Clc1ccc(N(CC2CO2)CC2CO2)cc1 (centres undefined) returned HCC-2998 87, SNB-19 98, SNB-75 90, SW-620 95, KM12 104, COLO 205 96, HCT-116 87, HT29 102 and HCT-15 101.
Screening O=C1/C=C/[C@@H](O)[C@@H]2C[C@@H](O)C[C@H]2/C=C/CCC[C@H](C(F)(F)F)O1 returned HCC-2998 -37*, SNB-19 66, SNB-75 39, SW-620 -23*, KM12 30, COLO 205 -45*, HCT-116 -30*, HT29 -28* and HCT-15 6.5*.
`Cc1nn(C(N)=O)c(C)c1N=Nc1ccc2oc(=O)ccc2c1` gave HCC-2998 95, SNB-19 88, SNB-75 69, SW-620 91, KM12 93, COLO 205 109, HCT-116 81, HT29 101 and HCT-15 63.
COc1ccc(C2Oc3ccccc3C(=O)C2SC(=S)N2CCOCC2)cc1 (centres undefined) was read as HCC-2998 100, SNB-19 97, SNB-75 83, SW-620 107, KM12 89, COLO 205 111, HCT-116 94, HT29 103 and HCT-15 86.
`Nc1c2c(=O)n3c(nc2nn1-c1nc2ccc(Cl)cc2s1)-c1ccccc1Sc1ccccc1-3` gave HCC-2998 95, SNB-19 90, SNB-75 72, SW-620 94, KM12 95, COLO 205 71, HCT-116 74, HT29 83 and HCT-15 78.
For O=C(O)c1ccccc1Nc1ccccc1[N+](=O)[O-] the results were SNB-19 114, SNB-75 91, SW-620 108, KM12 107, COLO 205 115, HCT-116 105 and HCT-15 102.
Screening CCCCS(=O)(=O)c1cc(Nc2ccc(O)c3c2C(=O)c2ccccc2C3=O)ccc1C returned HCC-2998 67, SNB-19 67, SNB-75 106, SW-620 103, KM12 73, COLO 205 71, HCT-116 79, HT29 52 and HCT-15 67.
O=C(Cn1c(=O)ccn(CCCCCOc2ccc(Br)cc2)c1=O)NCc1ccc(Oc2ccccc2)cc1 was read as HCC-2998 70, SNB-19 67, SNB-75 91, SW-620 78, KM12 67, COLO 205 77, HCT-116 53, HT29 60 and HCT-15 80.
O=C(NCCCCCCNC(=O)C1CCCN1C(=O)OCc1ccccc1)C1CCCN1C(=O)OCc1ccccc1 (centres undefined) was read as HCC-2998 103, SNB-19 121, SNB-75 101, SW-620 102, KM12 97, COLO 205 129, HCT-116 106, HT29 143 and HCT-15 104.
`Cn1cc(-c2csc(-c3cn(CCCN4CCOCC4)c4ccccc34)n2)c2cccnc21` gave HCC-2998 93, SNB-19 91, SNB-75 83, SW-620 95, KM12 85, COLO 205 74, HCT-116 84, HT29 33 and HCT-15 56.
For C(=C(\C1=NCCN1)n1ccc2ccccc21)/c1ccc2ccccc2c1 the results were HCC-2998 93, SNB-19 84, SNB-75 87, SW-620 79, KM12 28, COLO 205 97, HCT-116 74, HT29 71 and HCT-15 104.
Screening COc1ccc(N=Nc2cc(OC)c(OC)c(OC)c2)cc1 returned HCC-2998 81, SNB-19 89, SNB-75 79, SW-620 80, KM12 82, COLO 205 87, HCT-116 81, HT29 69 and HCT-15 82.
`CC(O)C(C)(C)S(=O)(=O)CCCc1ccccc1` (centres undefined) gave HCC-2998 105, SNB-19 117, SNB-75 106, SW-620 97, KM12 102, COLO 205 107, HCT-116 102, HT29 114 and HCT-15 110.
For N#Cc1c(Oc2ccc([N+](=O)[O-])cc2)nc2sc3cc(Cl)ccc3n2c1=N the results were HCC-2998 117, SNB-19 75, SNB-75 30, SW-620 93, KM12 48, HCT-116 105, HT29 33 and HCT-15 102.
For CN1CCN(Cc2ccc(NC(=O)c3cncc(C#Cc4cnc5ccc(O[C@@H]6CCOC6)nn45)c3)cc2C(F)(F)F)CC1 the results were HCC-2998 -85*, SNB-19 -49*, SNB-75 -98*, SW-620 -28*, KM12 -82*, COLO 205 -77*, HCT-116 -73*, HT29 -55* and HCT-15 -40*.
`COc1ccc2nc(-c3nonc3-n3cccc3)[nH]c2c1` gave HCC-2998 117, SNB-19 127, SNB-75 87, SW-620 106, KM12 102, COLO 205 135, HCT-116 102, HT29 103 and HCT-15 101.
COC1=C[C@]23CCCN2CCc2cc4c(cc2[C@@H]3[C@@H]1OC(=O)[C@H](C)O)OCO4 was read as HCC-2998 93, SNB-19 80, SNB-75 98, SW-620 97, KM12 85, COLO 205 97, HCT-116 93, HT29 89 and HCT-15 93.
